High-throughput results as filed in PubChem.
ALOX12 inh: Primary qHTS assay for inhibitors of human arachidonate 12S-lipoxygenase (ALOX12): Round 2; Potency, µM (doses to about 108 µM), for inactives: top-dose activity change, negative = inhibition, usual class: inhibitors; Polyunsaturated fatty acid lipoxygenase ALOX12 (Homo sapiens), P18054; AID 1671190, 2021; purified 12hLO, xylenol orange hydroperoxide absorbance; hit rate 1.1% among 580,000; active means well fitted inhibition curve with a large enough effect; inconclusive means small, poorly fitted or top-dose-only effect, or another doubt; inactive means no such curve, though single readings can be large or run the other way
Target sequence (P18054 whole entry, looked up): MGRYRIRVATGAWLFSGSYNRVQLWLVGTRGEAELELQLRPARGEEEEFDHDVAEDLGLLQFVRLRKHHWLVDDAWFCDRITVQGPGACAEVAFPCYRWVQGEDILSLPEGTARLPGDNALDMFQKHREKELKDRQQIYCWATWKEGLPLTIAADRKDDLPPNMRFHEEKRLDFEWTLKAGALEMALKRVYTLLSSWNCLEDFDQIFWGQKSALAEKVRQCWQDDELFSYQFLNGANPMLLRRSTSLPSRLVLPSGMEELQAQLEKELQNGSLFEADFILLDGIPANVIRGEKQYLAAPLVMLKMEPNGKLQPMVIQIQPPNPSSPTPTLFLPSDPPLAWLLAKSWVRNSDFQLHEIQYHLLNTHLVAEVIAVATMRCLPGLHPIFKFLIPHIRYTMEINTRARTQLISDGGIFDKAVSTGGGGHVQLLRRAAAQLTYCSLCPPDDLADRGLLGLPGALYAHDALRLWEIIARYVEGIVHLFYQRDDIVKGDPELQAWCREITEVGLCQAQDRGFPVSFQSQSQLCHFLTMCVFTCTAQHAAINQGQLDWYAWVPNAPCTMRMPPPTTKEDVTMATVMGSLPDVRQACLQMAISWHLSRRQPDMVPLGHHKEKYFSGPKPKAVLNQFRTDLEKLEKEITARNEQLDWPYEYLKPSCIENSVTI
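Purified human 12hLO (150 nM final) in 25 mM Hepes, 0.01% Triton X-100, pH 7.0 was preincubated 15 min at room temperature with compound. Then 40 uM arachidonic acid was added, 30 min. Hydroperoxide was read by Fe-XO absorbance ratio 573/405 nm.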
Starred values were filed as active, the others as inactive; ? = inconclusive; [ ] = remark or other dose. On the % scale 0 is the no-effect control and ±100 the full control effect; potency means the concentration at half of the fitted maximal effect. An excerpt (hit frequency here may not be typical).

molecule	ALOX12 inh
O=C(COc1c(Cl)cccc1Cl)Nc1ccccc1N1CCCC1=O	23.1%
COCCn1c(=O)c(-c2ccc(F)cc2)nc2cnc(Nc3cccc(OC)c3)nc21	?
OCCOc1ccc(CN(CCN2CCCCC2)CC2CCCN(C3CCCC3)C2)cc1 (stereo not given)	5.4%
COCCNC(=O)C1(C)CCc2cnc(Nc3cccc(OC)c3)nc21 (stereo not given)	-2.3%[176 µM]
CCOc1ccccc1C(=O)NC1CCN(c2cc(-c3cccs3)[nH]n2)C1 (stereo not given)	49.4%[activator]
O=C(NCc1ccc(F)cc1)c1nc(-c2cccc(C(F)(F)F)c2)c2ccccn12	-4.0%
CC(C)CCC(=O)NCC(C)N1CCCC1 (stereo not given)	-85.6%
O=C(Nc1ccccc1)O[C@@H]1CO[C@H]2[C@@H]1OC[C@@H]2n1nnnc1SCc1ccco1	-4.4%[176 µM]
CC(C)c1nnc(C2CN(C(=O)c3cnccn3)CC23CCOCC3)o1 (stereo not given)	65.0%[activator]
COc1cc(C(=O)Nc2cccc3cccnc23)cc(OC)c1C	-17.7%
COc1ccc(-n2nc3n(c2=O)CCN([S+](=O)([O-])c2c(C)noc2C)C3)cc1	0.4%[6.33 µM]
COc1ccc(Cl)cc1C(=O)NC1CCN(C(=O)c2cc3c(=O)[nH]c(C)cn3n2)CC1	44.6%[activator]
COc1ccccc1[C@@H]1CN(C(=O)c2ccc3cccnc3c2)C[C@H]1C(=O)O	46.7%[activator]
Cn1c(=O)c(-c2noc(C(=O)NCc3ccco3)n2)nn(-c2ccccc2)c1=O	?
CC1=C[C@@H](CNC(C)C)[C@H](C(C)C)C[C@H]1Cc1nnc(-c2ccc([N+](=O)[O-])cc2)o1	78.1%[activator][176 µM]
O=C1CCCCC(Cc2ccccc2)(C(=O)O)N1 (stereo not given)	?
O=C1NCCCCCN(Cc2ccc(F)cc2F)[C@H]2CCC[C@@H]12	325.3%[activator]
Cc1nc(-c2ccccc2Cl)sc1C(=O)NC1C=CS(=O)(=O)C1 (stereo not given)	-16.6%
Cc1cnn(C2(C(=O)O)CCN(S(=O)(=O)c3ccccc3)CC2)c1	7.7%
Cc1cccc(N2CCN(C(=O)C3CCCN(C(=O)c4cccnc4)CCC(=O)NCC3)CC2)c1 (stereo not given)	17.3%
O=C(COC(=O)CCc1c[nH]c2ccccc12)NC1CC1	-1.5%
O=C(CC1(O)C(=O)N(CN2CCOCC2)c2ccccc21)c1ccc2c(c1)CCCC2 (stereo not given)	-1.6%
CO[C@@]1(C)C[C@@H](O)C12CCN(C(=O)CCn1c(C)cccc1=O)CC2	12.7%
O=C(N[C@H]1[C@H](O)[C@H](O)C[C@@H]1c1ccc(N2CCOCC2)nc1)c1nc2ccccc2s1	1.1%
OCCCNc1nc(-c2cccs2)nc2ccccc12	5.1%
COCCN1CCCCCC(O)c2cc(C(=O)NCCC3=CCCCC3)ccc21 (stereo not given)	5.3%
COc1ccc(-c2noc(NCCN(C)C3CCCCC3)n2)cc1	25.8%
c1ccc2oc(-c3nccn3CCc3noc(C4CCCO4)n3)cc2c1 (stereo not given)	74.4%[activator]
CCN1C(=O)C2CC3(CCN(C(=O)c4ccoc4)CC3)CN2C1=O (stereo not given)	13.1%
COC(=O)c1cc2n(n1)CCCN(S(=O)(=O)c1ccc(-c3ccno3)o1)C2	11.1%
Cc1nn(CC(=O)NCc2ccc(N(C)C)cc2)c(=O)c2nc(C(C)C)sc12	?
OCc1cccc(N=Cc2ccc(Cl)cc2Cl)c1	-2.5%
CCCNC(=O)C(NC(=O)c1cccc(C)c1)C1CCN(C(=O)CCc2ccccc2)CC1 (stereo not given)	50.9%[activator]
COCCNC(=O)[C@H]1C[C@H](Oc2ccccc2)CN1C(=O)c1ccc(F)cc1	7.0%
COc1ccc(CN2C=C(C(=O)OCc3nc(-c4cccc(F)c4)no3)C(C)=NS2(=O)=O)cc1	-0.4%
CCc1cccc2c(C(=O)C(=O)NCc3ccc(OC)cc3)c[nH]c12	?
CCOc1ccc(CN(C)CC(=O)Nc2ccc(Cl)c(Cl)c2)cc1OC	-16.9%
CCCCc1ccc(S(=O)(=O)N[C@H]2CC[C@@]34CCCN3C(=O)CCC[C@H]4[C@H]2Cc2ccccc2)cc1	-4.5%
O=c1n(-c2cccc(Cl)c2)nc2n1CCN([S+](=O)([O-])c1ccccc1)C2	?
Cc1ccc(N(C(=O)C23CC4CC(CC(C4)C2)C3)C2C=CS(=O)(=O)C2)cc1Cl (stereo not given)	-26.0%
N#CCN(C(=O)c1ccccc1)C1CC1	56.3%[activator]
NCC(C1CCCCC1)N1CCCC1 (stereo not given)	1.3%[12.5 µM]
COc1cccc(-c2ccccc2NC(=O)C2CCN(c3nccnc3C)CC2)c1	7.9%
Cc1ccc(C(=O)N2CCc3c(nc4cc(-c5ccccc5)[nH]n4c3=O)C2)cn1	15.2%
Oc1ccc(Cl)cc1C=Nc1ccccc1C(F)(F)F	?

In a second layout: results already given.
> Cc1nc(-c2ccccc2Cl)sc1C(=O)NC1C=CS(=O)(=O)C1 (stereo not given)
  ALOX12 inh = -16.6%
> Cc1cnn(C2(C(=O)O)CCN(S(=O)(=O)c3ccccc3)CC2)c1
  ALOX12 inh = 7.7%
> Cc1cccc(N2CCN(C(=O)C3CCCN(C(=O)c4cccnc4)CCC(=O)NCC3)CC2)c1 (stereo not given)
  ALOX12 inh = 17.3%
> O=C(COC(=O)CCc1c[nH]c2ccccc12)NC1CC1
  ALOX12 inh = -1.5%

Next section.
molecule	ALOX12 inh
COc1ccc(-c2nc3n(n2)C(c2ccc(Cl)cc2)C2=C(CC(C)(C)CC2=O)N3)cc1 (stereo not given)	?
COc1ccc(C2C(C(=O)OC(C)(C)C)=C(C)N=C3SC=C(CC(=O)N4CCCC4)N32)cc1OC (stereo not given)	72.0%[activator]
COCc1ccc(CN2CCOc3ccc(C4=Cc5ccccc5C4)cc3C2)o1	12.9%
COC(=O)c1c2c(c3ccccc3c1-c1ccccc1)OC(c1ccc(OC)cc1)(c1ccc(OC)cc1)C=C2	-9.0%
CONC(=O)COC(c1ccccc1)c1ccccc1	?
CC(C)c1cc(C(=O)NC(C)c2ccccc2-n2cccn2)nc2ncnn12 (stereo not given)	13.8%
O=C(NCCc1nnc2n1CCN(CC1CC=CCC1)CC2)c1ccc(F)cc1 (stereo not given)	17.7%
COc1ccc(CCNc2nc(-c3cc(OC)c(OC)c(OC)c3)cs2)cc1OC	7.94µM*
COc1ccccc1NS(=O)(=O)c1cc(NC(=O)c2n[nH]c3ccccc23)ccc1Cl	7.4%
COc1cccc(S(=O)(=O)N2CCCC(Cn3c(C)nc4cccnc43)C2)c1 (stereo not given)	22.5%
CCOC(=O)c1sc(-c2ccc3c(c2)OCO3)cc1NC(=O)c1cnccn1	?
CN(CC(=O)NC(N)=O)C1CCCCCC1	-6.4%
CCOCCn1cc(C2CCN(S(=O)(=O)c3ccc(CC)cc3)CC2)c2ccccc21	7.8%
O=c1[nH]c(C2CCN(CC3CCCCC3)CC2)nn1Cc1ccccc1	81.8%[activator]
CCC(=O)N1CCCCCCN(C)C(=O)[C@@H]2CCC[C@@H]21	48.8%[activator]

Additional compounds
| SMILES | ALOX12 inh |
| --- | --- |
| CCOc1ccc(CN(CC)Cc2cc(=O)n3[nH]c(-c4cccc(C)c4)cc3n2)cc1 | -5.9% |
| Nc1cccc(OCC2CCCO2)c1 (stereo not given) | 7.08µM* |
| CN1CC(=O)N(C2CCCNCC2)Cc2c1ncnc2N1CCC(N2CCCCC2)CC1 (stereo not given) | ? |
| CN(C)CCCOC1(Cc2ccccc2)CCCCCC1 | -8.9%[22.9 µM] |
| Nc1nc(N2CCOCC2)nc2c1C(C(=O)Nc1ccc(Cl)cc1)CC(=O)N2 (stereo not given) | ? |
| CCOC(=O)C1CCC(CNCc2c(Cl)cccc2Cl)CC1 (stereo not given) | ? |
| CCN1C(=O)N[C@H]2C[C@H](C(=O)N3CCCC3)[C@H](C)[C@H](c3ccccc3)C[C@H]21 | -13.9% |
| CCCNC(=O)N(C1CCOCC1)C1CCN(S(=O)(=O)c2cn(C)cn2)CC1 | 7.1% |
| O=C(NC1CCCCC1)c1cc(Sc2ccccc2Cl)nc2ccccc12 | -0.3% |
| COc1ccc(-c2noc([C@@H]3CCCN3C(=O)c3ccccc3OC)n2)cc1OC | 58.1%[activator] |
| CC1=C[C@@H](CN2CCN(CCO)CC2)[C@H](C(C)C)C[C@H]1Cc1nnc(Cc2c[nH]c3ccccc23)o1 | 5.8% |
| COc1ccc(OCc2nc(C)c(CCO)c(=O)n2CC(=O)NCc2cccs2)cc1 | 29.6% |
| CCc1n[nH]c(CC2CCN(C(=O)Cc3cccc(F)c3)CC2)n1 | 30.9%[activator] |
| COCCNC(=O)c1ccc(C(C)(C)C)cc1 | 56.8%[activator] |
| CCOc1ccc(C2C(C#N)=C(SCC(=O)Nc3cccc(C)c3)NC3=C2C(=O)CCC3)cc1 (stereo not given) | -9.6% |
| COCCCN1C(=O)C(CC(=O)NC2CCCCC2)CC(C(=O)N2CCCCCC2)=C1C (stereo not given) | 6.8% |
| Cc1ccc(Cl)cc1NC(=O)CCn1cnc2c1c(=O)n(C)c(=O)n2C | 10.3% |
| COc1ccc(OCC2(C)COc3ccc(C(=O)Nc4ccc(OC)nc4)cc3N2)cc1 (stereo not given) | 7.9%[176 µM] |
| COCC(=O)N1CC(C(=O)NCc2cccc(F)c2)CC(c2ccc(OC)c(OC)c2)C1 (stereo not given) | 10.2% |
| Cc1cccc(NC(=O)CN2C(=O)NC3(CCS(=O)(=O)CC3)C2=O)c1 | -11.2% |
| O=C1Nc2ccc(-c3cccs3)cc2C(=O)N2CC[C@H](NS(=O)(=O)c3cccs3)[C@@H]12 | -4.5% |
| COc1cc(/C=C(/C#N)C(=O)c2c[nH]c3cccc(C)c23)cc(OC)c1 | ? |
| O=C(C1CCN(C(=O)N2CC3CC(C2)[C@H]2CCCC(=O)N2C3)CC1)N1CCN(c2ccccn2)CC1 (stereo not given in full) | 33.6%[activator] |
| Cc1cc(C)cc(C(=O)NC2CCN(c3cnn(C)c(=O)c3)CC2)c1 | 39.6% |
| CCCCCCCCSCCC(=O)O | ? |
| CC(C)C(=O)N1CCCC2(Cc3ccccc3CN2[S+](=O)([O-])c2ccccc2)C1 (stereo not given) | 8.6%[6.33 µM] |
| Cc1ccccc1C(=O)N1CCc2c(nc3cc[nH]n3c2=O)C1 | 11.0% |
| CC(=O)Nc1ccc(OCC(=O)NCc2ccc(N3CCOCC3)cc2)nc1 | 9.5% |
| CN1CCCC2(Cc3ccccc3CN(C(=O)c3ccccc3)C2)C1 (stereo not given) | 2.6%[6.33 µM] |
| COCCN(C)C(=O)c1cn(C2CNC2)nn1 | 18.6% |
| O=C(Nc1nc(-c2ccccc2)cs1)C12CC3CC(CC(C3)C1)C2 | -45.9% |
| CN(Cc1ccc(-c2ccccc2)cc1)C(=O)C(C)(C)C | 11.4%[176 µM] |
| Cc1nonc1C1CCCN1c1ccc(-c2nc(COc3ccccc3)no2)cn1 (stereo not given) | 16.5% |
| CC(=O)N1Cc2ccccc2CC2(CCN(Cc3cccnc3)C2)C1 (stereo not given) | 7.0%[6.33 µM] |
| N#Cc1ccc(COc2ccccc2C(=O)Nc2ccccc2)cc1 | ? |
| Cc1ccsc1/C=C/C(=O)c1ccc(C2CCCCC2)cc1 | 3.1% |
| CCCc1nc(C(=O)N[C@@H]2[C@@H](Cc3ccccc3)[C@H]3OCC[C@@H]23)cs1 | 47.2%[activator] |
| COc1cccc(NC(=O)COc2nc(C(C)C)c3c(c2C#N)CCCC3)c1 | 1.2% |
| CCN1CC(CN(C)Cc2cn(-c3ccccc3C)nc2-c2ccc(OC)c(F)c2)CC1=O (stereo not given) | 10.1% |
| COc1ccc(C2Cn3nnc(-c4noc(C5CC5)n4)c3CO2)cc1 (stereo not given) | 1.1% |
| Cc1ccc(NC(=O)Cn2nc3n(c2=O)CCCC3)cc1 | 59.7%[activator] |
| CCOc1cc(-c2ccc(OC)c(OC)c2)cc(=O)c2c(C)oc(C)c12 | ? |
| COCC(=O)N1CCC[C@@]2(CCN(Cc3ccc(C#N)cc3)C2)C1 | 8.4%[57.4 µM] |
| COCCOc1cc(=O)n2c(c1C(=O)Nc1cccc(OC)c1)CCOCC2 | 43.1%[activator] |
| COCCN1C(=O)c2ccccc2C(C(=O)Nc2ccc(C)cn2)C12CCCCC2 (stereo not given) | 31.9%[activator] |
| CN(C(=O)c1ccc(Cl)c(Cl)c1)c1nc2ccccc2o1 | 2.8% |
| OC1(CN2CCCCC2)CCN(Cc2cnc(-c3ccccn3)nc2)C1 (stereo not given) | 101.4%[activator] |
| CCCN(CC#N)CC(=O)NC(C)(C#N)C(C)C (stereo not given) | 41.2%[activator] |
| C(=C\c1ccccc1)/CN(C/C=C/c1ccccc1)CC1CCCO1 (stereo not given) | ? |
| CCc1ccc(C(=O)N2[C@@H]3CC[C@H]2CC(NC(=O)c2cnc(C)cn2)C3)cc1 (stereo not given in full) | 56.3%[activator] |
| Cn1cc(C(C(=O)O)N2CCN(c3ncccn3)CC2)c2cc(C(=O)O)ccc21 (stereo not given) | -6.7% |
| COc1ccccc1C(=O)N1CCN(c2oc(-c3cccs3)nc2C#N)CC1 | 5.5% |
| COC(=O)[C@H]1CN(C(=O)c2cccnc2)CCN1C(=O)C1CCCCC1 | ? |

In the list so far, two contain two or more sulfur atoms.
| SMILES | ALOX12 inh |
| --- | --- |
| Cc1nc(-c2ccccc2Cl)sc1C(=O)NC1C=CS(=O)(=O)C1 (stereo not given) | -16.6% |
| O=C1Nc2ccc(-c3cccs3)cc2C(=O)N2CC[C@H](NS(=O)(=O)c3cccs3)[C@@H]12 | -4.5% |

Structures above shown as hits in ALOX12 inh:
| SMILES | ALOX12 inh |
| --- | --- |
| COc1ccc(CCNc2nc(-c3cc(OC)c(OC)c(OC)c3)cs2)cc1OC | 7.94µM* |
| Nc1cccc(OCC2CCCO2)c1 (stereo not given) | 7.08µM* |
